Screens from PubChem.
GPR7 antag: human neuropeptides B/W receptor 1 antagonism; P48145; inhibition, % at 4.4 µM; GPR7-expressing cells, fluorescence antagonist assay; AID 1861; hit rate 1.1% among 290,000; in the data active = inhibition above about 16%, passing the limit was not always enough;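 also: cells stimulated with the agonist NPW; 0% = agonist with vehicle and 100% = vehicle without agonist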
MEKK2wt PB1 HTS: raises or lowers MEK5 binding to wildtype human MEKK2 PB1 domain. hit rate 1.1% among 290,000. bead flow cytometry, Alexa488-MEK5 binding to MEKK2 WT; actives lie on both sides. Q9Y2U5. binding response (% of control), % at 10 µM. AID 1531; in the data active = binding response below about 67% or above about 130%
NALP1 yeast inh: blocks the NALP1 inflammasome reconstituted in yeast. S. cerevisiae NALP1/ASC/caspase-1 growth, X-gal OD620, 72 h. inhibition, % at 10 µM. hit rate 0.61% among 280,000. AID 2071; in the data active = inhibition mostly above about 24%, no sharp cut-off; inactive = mostly below about 32%; also: some compounds called inactive have numbers as strong as hits
MEKK3 PB1 HTS: modulators (inhibitors or enhancers) of MEK5 binding to human MEKK3 PB1 domain | Q99759 | bead-based flow cytometry, Alexa488-MEK5 binding to MEKK3; actives lie on both sides; 0 = blocked by unlabeled MEK5, 100 = vehicle | binding response (% of control), % at 10 µM | hit rate 1.4% among 290,000 | AID 1529;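 active = binding response more than 3 SD above or below the average of its plate-row segment, actives on both sides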;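 also: Alexa488 bead fluorescence after subtracting the streptavidin-only scavenger bead signal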
V1aR counter: counter-screen for oxytocin receptor agonists: human V1a receptor agonists | hit rate 0.25% among 320,000 | activation, % at 3 µM | P37288 | AID 2797 | CHO-V1R cells, Fluo-8 calcium fluorescence, agonist mode; 0% DMSO, 100% 3 nM vasopressin;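 active = activation above the mean activation of all tested compounds plus 3 SD, per screening run, cut at about 20% in these data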;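 also: signal is peak over basal fluorescence ratio across a 100 second FLIPR read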
Target sequence (P37288 whole entry, looked up): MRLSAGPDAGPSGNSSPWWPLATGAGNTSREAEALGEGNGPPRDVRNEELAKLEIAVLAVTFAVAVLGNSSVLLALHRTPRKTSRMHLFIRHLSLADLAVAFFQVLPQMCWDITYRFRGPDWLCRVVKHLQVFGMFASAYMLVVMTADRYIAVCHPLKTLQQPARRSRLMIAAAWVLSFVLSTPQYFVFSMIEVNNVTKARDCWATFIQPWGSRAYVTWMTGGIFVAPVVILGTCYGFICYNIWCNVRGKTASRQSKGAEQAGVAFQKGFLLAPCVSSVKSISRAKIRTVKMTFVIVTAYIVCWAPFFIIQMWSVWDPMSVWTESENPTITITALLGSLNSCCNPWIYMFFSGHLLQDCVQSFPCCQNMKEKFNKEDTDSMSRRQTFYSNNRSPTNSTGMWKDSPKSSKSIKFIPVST
GalR3 antagonist: antagonists of human GalR3; O60755; HEK293 GalR3-CNG cAMP membrane potential fluorescence; galR3 body fused to GalR1 C-terminus; inhibition, % at 3 µM; hit rate 0.44% among 360,000;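 active = inhibition above the screen-wide average plus 3 SD, cut at about 13% in these data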;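 also: forskolin and galanin both at EC90 stimulate the cells; cAMP rise reported by CNG channel membrane potential dye signal; 0% = forskolin plus galanin with DMSO and 100% = forskolin alone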
MEKK2mut PB1 HTS: signal of MEK5 binding to mutant human MEKK2 PB1 domain | bead flow cytometry, Alexa488-MEK5 binding to MEKK2 mutant | percent response, % at 10 µM | hit rate 0.35% among 290,000 | AID 1530; in the data active = percent response above about 24%, passing the limit was not always enough; also: inactives centre near 1; some results filed as inactive read as strong as hits; reference of the scale not given here
OXTR agonist: agonists of human oxytocin receptor. activation, % at 3 µM. CHO-OTR cells, Fluo-8 calcium fluorescence; normalized: DMSO 0%, oxytocin 100%. P30559. hit rate 0.32% among 320,000;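 active = activation above the mean of all tested compounds plus 3 SD, cutoff set per screening run, cut at about 20% in these data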;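 also: peak over basal fluorescence ratio from a 100 s FLIPR kinetic read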
Target sequence (P30559 whole entry, looked up): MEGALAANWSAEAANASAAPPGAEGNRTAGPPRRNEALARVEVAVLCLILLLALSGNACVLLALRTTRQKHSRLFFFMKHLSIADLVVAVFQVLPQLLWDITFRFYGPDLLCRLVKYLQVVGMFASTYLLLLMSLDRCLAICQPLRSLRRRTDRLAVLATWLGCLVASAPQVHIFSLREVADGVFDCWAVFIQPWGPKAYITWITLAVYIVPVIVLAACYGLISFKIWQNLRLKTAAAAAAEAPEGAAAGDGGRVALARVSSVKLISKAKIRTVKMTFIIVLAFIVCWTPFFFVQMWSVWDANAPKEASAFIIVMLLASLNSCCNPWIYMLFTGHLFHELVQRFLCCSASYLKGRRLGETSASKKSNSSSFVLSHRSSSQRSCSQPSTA
PHOSPHO1 block: blocks human PHOSPHO1 phosphatase activity | hit rate 1.1% among 290,000 | recombinant PHOSPHO1, absorbance phosphatase assay | Q8TCT1 | inhibition, % at 13.3 µM; in the data active = inhibition above about 60%
Target sequence (Q8TCT1 whole entry, looked up): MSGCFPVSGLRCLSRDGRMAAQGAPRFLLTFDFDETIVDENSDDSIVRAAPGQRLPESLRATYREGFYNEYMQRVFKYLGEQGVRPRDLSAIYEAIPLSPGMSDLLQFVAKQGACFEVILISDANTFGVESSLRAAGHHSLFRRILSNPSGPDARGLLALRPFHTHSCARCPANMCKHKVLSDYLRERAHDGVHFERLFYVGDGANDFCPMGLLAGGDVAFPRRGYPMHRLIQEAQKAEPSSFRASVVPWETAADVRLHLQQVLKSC
An asterisk follows results filed as active; / = not tested or not shown; [ ] = dose if it differs, or a comment.

SMILES	GPR7 antag	MEKK2wt PB1 HTS	NALP1 yeast inh	MEKK3 PB1 HTS	V1aR counter	GalR3 antagonist	MEKK2mut PB1 HTS	OXTR agonist	PHOSPHO1 block
COc1cc2c(cc1OC)CN(C(=O)CCNS(=O)(=O)c1ccccc1F)CC2	-14.2	97.0	20.8	100.0	1.0	0.5	4.0	-0.7	27.0
Nc1nc2nccc(-c3ccccn3)n2n1	-5.0	99.0	20.6	101.0	1.2	-2.3	-2.0	1.0	16.3
Cc1ccc(C(C)C)c(OCC(O)CN2CC(C)OC(C)C2)c1 (configuration not stated)	2.8	99.0	15.5	100.0	0.4	-9.1	0.0	-0.2	11.4
CC(=O)Nc1ccc(N=Cc2c(O)c(C(=O)Nc3ccccc3)cc3ccccc23)cc1	-1.7	10.0*[inhibitor]	-11.8	76.0	38.1*	-5.5	20.0	12.9	12.2
CCn1ncc(Br)c1C(=O)Nc1cccc(C(C)=O)c1	-6.9	99.0	6.2	93.0	0.1	-9.8	0.0	-0.1	5.2
O=C(Nc1ccc(Cl)cc1)Nc1nnc(Cc2ccc([N+](=O)[O-])cc2)s1	-0.9	109.0	23.6	105.0	1.3	-0.2	13.0	0.4	-3.4
COc1ccc(NS(=O)(=O)c2cc(OC)ccc2NC(=O)c2cc(C)oc2C)cc1	2.1	107.0	22.7	104.0	-0.7	-0.3	11.0	-1.2	-4.9
O=C(CN1C(=O)/C(=C/c2cccc(Cl)c2)SC1=S)NC1C=CS(=O)(=O)C1 (configuration not stated)	-10.2	102.0	-0.4	100.0	7.6	-0.2	7.0	6.2	34.4
Cc1ccc(C2NC(=O)NC3=C2CCc2ccccc23)cc1 (configuration not stated)	-1.2	88.0	-16.1	91.0	0.7	-0.7	-7.0	1.5	16.7
COc1ccc(NC(=O)N(Cc2cccnc2)Cc2ccccc2Cl)c(OC)c1	-2.6	103.0	/	97.0	-0.1	/	0.0	-0.1	/
Cc1[nH]c2ccccc2c1SCC(=O)N1CCCc2ccccc21	-3.9	106.0	30.3	107.0	0.0	/	6.0	-1.6	-14.1
CCOC(=O)C1CCCN(CCC(=O)Nc2cc(C)ccc2C)C1 (configuration not stated)	-9.4	96.0	2.7	113.0	-0.2	-5.6	4.0	-0.1	49.9
COC(=O)c1cc2ccsc2n1CC(=O)N1CCCc2ccccc21	-3.5	95.0	1.2	98.0	-1.1	-4.6	2.0	-2.5	-24.6
CCOc1cc(CNc2ccc(OC)cc2)cc(Br)c1OCC(=O)NC(C)(C)C	-10.7	94.0	15.0	86.0	0.5	-4.8	-3.0	-1.4	5.7
Cc1ccc(C(=O)Oc2cc(N)n(S(=O)(=O)c3ccc(C)cc3)n2)cc1	-13.5	98.0	-5.4	101.0	0.3	-3.4	0.0	-1.6	22.6
N#Cc1c(-c2ccccc2)ccn(Cc2ccccc2Cl)c1=O	28.8	/	-9.2	/	1.0	-2.9	/	0.5	20.1
COc1ccc(CNC(=O)CN2C(=O)COc3ccc(S(=O)(=O)N4CCC(C)CC4)cc32)cc1	-8.1	100.0	10.8	98.0	-0.3	-7.4	-5.0	-1.5	29.8
CC(=O)Nc1ccc(NC(=O)CSc2nnc(-c3ccc(NS(C)(=O)=O)cc3)n2C)cc1C	-7.0	90.0	-4.3	94.0	1.3	0.6	-6.0	0.6	15.3
COc1c(C)cccc1C(=O)NC(=S)Nc1ccc2c(c1)Cc1ccccc1-2	-2.2	/	10.8	/	/	-3.7	/	/	18.3
NS(=O)(=O)c1ccc(N/N=C/c2ccc[nH]2)c([N+](=O)[O-])c1	1.5	93.0	-1.6	96.0	1.1	2.6	-2.0	0.4	-16.7
COc1ccc(NC(=O)N2CCCC2C(=O)NCCc2ccccc2)cc1 (configuration not stated)	-16.0	110.0	13.1	109.0	/	-9.2	7.0	/	13.8
CCOC(=O)c1c(C)nc2sc3c(c2c1-c1ccc(OC)cc1)NC(c1ccc(OC)cc1)NC3=O (configuration not stated)	-6.2	85.0	5.9	81.0	0.0	3.2	-11.0	-0.5	36.6
CCOc1c(C)cc(S(=O)(=O)NCc2ccccn2)c(C)c1C	-1.2	99.0	-6.3	95.0	1.9	-7.4	3.0	-0.7	18.3
CCCCn1c(N)c(N(CC)C(=O)c2ccc(Cl)c([N+](=O)[O-])c2)c(=O)[nH]c1=O	9.6	93.0	30.7	98.0	0.6	-7.4	-8.0	0.5	-5.9
NC(=S)c1c(Cl)cc(C(F)(F)F)cc1Cl	-7.6	101.0	-0.9	100.0	-0.2	-0.1	4.0	-0.7	-18.7
Cn1c(=O)n(C)c2cc(S(=O)(=O)N3CCN(c4ccccc4)CC3)ccc21	-8.5	111.0	-6.7	106.0	-0.7	-0.8	5.0	0.3	45.0
CC1CCCC(NC(=O)CCS(=O)(=O)c2cc3c(cc2Cl)NC(=O)CO3)C1C (configuration not stated)	-20.2	106.0	7.5	99.0	-0.2	-8.4	1.0	-0.1	30.2
Cc1ccc(/C=C/C(=O)Nc2sc3c(c2C#N)CCCC3)o1	-1.9	97.0	20.8	96.0	0.2	-4.5	4.0	-0.2	6.6
CCC(C)NCCCCOc1ccc(Cl)cc1C (configuration not stated)	3.8	106.0	40.3	108.0	3.0	-5.7	0.0	1.9	0.3
O=C(Nc1ccon1)Nc1ccccc1C(F)(F)F	-22.3	95.0	3.0	98.0	-0.4	1.1	-2.0	-0.6	36.4
Clc1ccc(-n2c(SCc3nc4ccccc4[nH]3)nnc2-c2ccncc2)cc1	1.5	104.0	-2.3	101.0	-0.8	-5.6	5.0	0.1	41.1
CC(=O)Nc1ccc(C(=O)OCCc2ccccc2)cc1	-1.0	104.0	23.8	107.0	3.9	-7.0	-2.0	4.2	34.8
NS(=O)(=O)c1ccc(NC(=O)CSc2nc3ccccc3n2-c2ccccc2)cc1	-3.7	118.0	29.4	104.0	-0.7	-6.1	17.0	-2.5	-18.9
CC1CCN(C(=O)CCCOc2ccc(Cl)cc2)CC1	-3.5	96.0	6.5	94.0	-0.2	-2.6	5.0	-1.9	-29.1
O=C(Nc1ccccc1)NC1CC2CCC(C1)N2Cc1nnnn1Cc1ccc2c(c1)OCO2 (configuration not stated)	0.1	103.0	6.1	101.0	0.2	-5.4	2.0	-1.3	-26.6
CCCCCCN1C=C/C(=C\C=C(C#N)C#N)c2ccccc21	-5.7	76.0	3.7	95.0	2.6	-3.8	0.0	1.1	-0.8
CC(C)CC(NC(=O)c1cccc(Cl)c1)C(=O)O (configuration not stated)	-14.9	106.0	8.5	88.0	-0.3	0.2	6.0	-0.6	14.0
COC(=O)c1ccc(NC(=O)CSc2nn3c(=O)c(C)nnc3s2)cc1	-2.1	104.0	-3.9	102.0	1.5	3.3	1.0	0.8	27.6
Cc1ccc(S(=O)(=O)N2CCCN(S(=O)(=O)c3ccc4c(c3)OCCO4)CC2)cc1	11.1	101.0	6.4	101.0	1.4	-3.3	4.0	1.2	1.1
CC(C)(C)C(=O)Nc1ccc(-c2cc3cc(Cl)ccc3o2)cc1	-8.6	95.0	/	102.0	-0.6	-1.5	4.0	0.4	31.6

Ordered by number of heavy atoms (lowest first): some entries from above
SMILES	GPR7 antag	MEKK2wt PB1 HTS	NALP1 yeast inh	MEKK3 PB1 HTS	V1aR counter	GalR3 antagonist	MEKK2mut PB1 HTS	OXTR agonist	PHOSPHO1 block
CC(C)CC(NC(=O)c1cccc(Cl)c1)C(=O)O (configuration not stated)	-14.9	106.0	8.5	88.0	-0.3	0.2	6.0	-0.6	14.0
O=C(Nc1ccon1)Nc1ccccc1C(F)(F)F	-22.3	95.0	3.0	98.0	-0.4	1.1	-2.0	-0.6	36.4
CC1CCN(C(=O)CCCOc2ccc(Cl)cc2)CC1	-3.5	96.0	6.5	94.0	-0.2	-2.6	5.0	-1.9	-29.1
CC(=O)Nc1ccc(C(=O)OCCc2ccccc2)cc1	-1.0	104.0	23.8	107.0	3.9	-7.0	-2.0	4.2	34.8
CCCCCCN1C=C/C(=C\C=C(C#N)C#N)c2ccccc21	-5.7	76.0	3.7	95.0	2.6	-3.8	0.0	1.1	-0.8
COC(=O)c1ccc(NC(=O)CSc2nn3c(=O)c(C)nnc3s2)cc1	-2.1	104.0	-3.9	102.0	1.5	3.3	1.0	0.8	27.6
Clc1ccc(-n2c(SCc3nc4ccccc4[nH]3)nnc2-c2ccncc2)cc1	1.5	104.0	-2.3	101.0	-0.8	-5.6	5.0	0.1	41.1
Cc1ccc(S(=O)(=O)N2CCCN(S(=O)(=O)c3ccc4c(c3)OCCO4)CC2)cc1	11.1	101.0	6.4	101.0	1.4	-3.3	4.0	1.2	1.1
O=C(Nc1ccccc1)NC1CC2CCC(C1)N2Cc1nnnn1Cc1ccc2c(c1)OCO2 (configuration not stated)	0.1	103.0	6.1	101.0	0.2	-5.4	2.0	-1.3	-26.6

Next structures
SMILES	GPR7 antag	MEKK2wt PB1 HTS	NALP1 yeast inh	MEKK3 PB1 HTS	V1aR counter	GalR3 antagonist	MEKK2mut PB1 HTS	OXTR agonist	PHOSPHO1 block
Cc1ccc2c(c1)N(S(=O)(=O)c1cc(-c3onc(C)c3C)ccc1C)CCO2	-5.7	99.0	28.7	100.0	0.3	-2.4	-6.0	0.4	-0.1
COc1ccc(/C=N/NC(=O)CNC(=O)/C=C/c2ccccc2OC)cc1	2.9	95.0	10.6	100.0	1.0	-5.4	-4.0	0.5	31.1
Cc1ccc(NCc2n[nH]c(=S)n2-c2ccccc2)cc1	5.5	99.0	-6.5	113.0	0.7	-4.6	-7.0	1.6	-3.1
CCCC1CCC(=C(C#N)C(N)=O)CC1 (configuration not stated)	-2.0	98.0	24.4	89.0	-0.3	-3.2	-2.0	-0.1	12.3
CCOC(=O)C1Cc2ccccc2CN1 (configuration not stated)	-4.8	93.0	-4.1	95.0	0.1	8.7	-6.0	1.6	-33.3
CCc1ccc(N2C(=O)C3C4CCC(C4=C(C)C)C3C2=O)cc1 (configuration not stated)	-14.1	121.0	9.0	120.0	0.3	-1.8	2.0	-2.5	-2.7
CCCC(=O)Nc1nc2ccc(OCC)cc2s1	-13.5	105.0	4.4	103.0	-1.5	1.2	15.0	-0.9	-3.4
O=C(CNS(=O)(=O)c1ccc(Br)cc1)NCc1cccnc1	-13.4	103.0	11.8	98.0	-0.8	-1.3	4.0	0.0	28.0
COc1ccc(C(=O)Nc2ccccc2C(=O)Nc2cccnc2)cc1	-2.1	104.0	3.9	101.0	1.4	-7.8	1.0	1.7	31.0
O=C(Nc1cccn2ncnc12)c1ccc(Cl)cc1Cl	-8.1	106.0	13.1	106.0	0.3	-2.5	1.0	-2.0	33.8
O=C(NCc1ccco1)c1ccc([N+](=O)[O-])o1	-6.7	91.0	14.4	93.0	-0.1	2.4	-6.0	0.0	20.5
CC(/C=C/C=C/c1ccccc1)=N/NC(=O)C(O)c1ccccc1 (configuration not stated)	0.1	95.0	/	95.0	0.2	-4.6	-1.0	0.1	17.7
Cc1ccnc(SC2CC(=O)N(c3ccc([N+](=O)[O-])cc3)C2=O)n1 (configuration not stated)	6.6	103.0	0.3	102.0	-1.2	-6.3	4.0	0.1	34.0
Cc1ccc(CNS(=O)(=O)c2ccc3c(c2)NC(=O)CO3)cc1	-19.3	106.0	4.8	100.0	2.7	-6.6	3.0	3.1	29.3
COc1ccc(NC(=O)c2cc(S(=O)(=O)N3CCc4ccccc43)cn2C)c(OC)c1	-1.6	103.0	6.4	102.0	-0.4	/	3.0	-1.6	38.6
